# MOR-DOR inv ag – mu-delta opioid heterodimer inverse agonism | P35372+P41143 | cell-based MOR-DOR heterodimer luminescence | inhibition, % at 9.3 µM | 340,000 compounds, 0.21% hits | AID 504357; in the data active = inhibition above about 22%, passing the limit was not always enough;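 also: 0% = cells with DMSO and 100% = wells without cells with DMSO; values of inactives mirror those of a sister screen read the other way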
# Target sequence (P35372 whole entry, looked up): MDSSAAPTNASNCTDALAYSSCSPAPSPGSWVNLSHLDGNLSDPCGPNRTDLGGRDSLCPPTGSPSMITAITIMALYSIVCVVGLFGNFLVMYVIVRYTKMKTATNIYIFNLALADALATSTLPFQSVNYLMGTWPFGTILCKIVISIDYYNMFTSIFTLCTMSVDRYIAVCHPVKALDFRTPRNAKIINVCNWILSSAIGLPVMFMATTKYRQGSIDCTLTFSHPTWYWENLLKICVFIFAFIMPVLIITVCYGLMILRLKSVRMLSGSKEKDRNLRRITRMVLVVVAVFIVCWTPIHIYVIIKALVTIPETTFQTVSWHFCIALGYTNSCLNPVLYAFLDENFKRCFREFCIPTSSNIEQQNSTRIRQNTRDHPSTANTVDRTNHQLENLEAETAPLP
# Target sequence (P41143 whole entry, looked up): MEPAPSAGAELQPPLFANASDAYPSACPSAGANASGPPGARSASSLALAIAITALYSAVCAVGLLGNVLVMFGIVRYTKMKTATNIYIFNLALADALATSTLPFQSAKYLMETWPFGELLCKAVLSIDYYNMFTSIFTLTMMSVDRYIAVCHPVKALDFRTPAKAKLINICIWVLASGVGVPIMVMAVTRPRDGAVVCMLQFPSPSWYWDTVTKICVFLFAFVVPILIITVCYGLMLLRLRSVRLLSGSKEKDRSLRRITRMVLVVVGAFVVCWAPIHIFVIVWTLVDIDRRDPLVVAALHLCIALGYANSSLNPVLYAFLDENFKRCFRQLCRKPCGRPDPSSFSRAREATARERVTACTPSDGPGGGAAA
# AddAB inh – less growth of phage-infected E. coli with AddAB. E. coli expressing H. pylori AddAB, absorbance growth. inhibition, % at 11.9 µM. 330,000 compounds, 0.29% hits. AID 435030; in the data active = inhibition above about 12%;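 also: 0% = vehicle wells of infected cells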
# phage Ecoli inh – E. coli growth loss with phage present; inhibition, % at 11.9 µM; 360,000 compounds, 0.26% hits; growth absorbance; AID 651602; in the data active = inhibition above about 11%
# E coli growth – counter-screen for AddAB inhibitors: E. coli growth inhibition | E. coli V3065 growth, OD600 absorbance, 18 h | inhibition, % at 11.9 µM | 330,000 compounds, 0.27% hits | AID 449728;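 active = inhibition above the campaign's mean inhibition across all tested compounds plus 3 SD, cut at about 9.9% in these data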;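 also: uninfected addAB+ strain grown without phage in ampicillin broth; 0% = DMSO wells and 100% = ciprofloxacin 0.95 µg/ml wells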
# Arr AP2 block – inhibitors of human beta-arrestin and AP2 interaction; FITC-arrestin peptide / GST-AP2 beads, flow cytometry; AP2 beta2 appendage carries R879A mutation; inhibition, % at 10 µM; 340,000 compounds, 0.31% hits; AID 504490;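 active = inhibition above a set limit, near 3 SD of compounds lacking own fluorescence, cut at about 54% in these data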;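 also: plate controls were DMSO wells for no effect and 5 µM unlabelled arrestin peptide for full effect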
#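 System: GST-AP2 R879A bound to glutathione beads, E. coli-expressed. Also added: 50 nM FITC-arrestin peptide. Schedule: compound with beads 12 min RT, then probe 1 h RT. Signal: bead flow cytometry, FITC channel. Read-out basis: percent response.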
# PKA-R1A activ – activators of PKA-R1A complex. PKA-R1A dissociation, Cy5-IP20 fluorescence polarization; scaled: DMSO 0%, 113 µM cGMP 100%. 340,000 compounds, 0.083% hits. activation, % at 11.4 µM;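 active = percent activation above the mean of all tested compounds plus 3 SD, cut at about 19% in these data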;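 also: higher means more PKAc released from R1A so a rise in polarization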
# MOR-DOR ag – agonists of human mu-delta opioid receptor heterodimerization. P35372+P41143. activation, % at 9.3 µM. AID 504326. 340,000 compounds, 0.3% hits. cells, OPRM1-OPRD1 heterodimerization, luminescence; in the data active = activation above about 18%;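 also: 0% = vehicle-treated cells and 100% = reference agonist; values of inactives mirror those of a sister screen read the other way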
# Tat transport – blocks Tat-dependent protein export in E. coli; E. coli MC4100 TorA-mCherry Tat export, fluorescence; inhibition, % at 10 µM; 340,000 compounds, 0.036% hits;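 active = mean replicate inhibition at least 50% and at least half of replicates individually reaching 50%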;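 also: exported cargo escapes ClpAP degradation while cytoplasmic cargo is degraded and loses fluorescence; 0% = median of neutral control wells and 100% = median of NaSCN control wells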
# PfHsp90 yeast 2 – inhibits growth of yeast expressing Plasmodium falciparum Hsp90. inhibition, % at 9.4 µM. S. cerevisiae expressing PfHsp90, BacTiter-Glo ATP, 48 h; yeast lacking PDR1 and PDR3 efflux regulators. 310,000 compounds, 0.32% hits;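 active = every replicate shows inhibition above about 80%, whatever the replicate mean, limit read from the data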;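 also: 0% = DMSO neutral controls and 100% = 20 µM radicicol positive controls; yeast relying on Plasmodium falciparum Hsp90 in place of its own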
# DSG3 Ab inh – human desmoglein-3 autoantibody binding inhibition. P32926. DSG3-coupled beads, scFv-anti-DSG3-GFP binding, flow cytometry; hits give low values. binding (percent of control), % at 10 µM. 310,000 compounds, 0.48% hits;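 active = binding more than 3 SD below its plate's average and above zero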;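 also: hits lower antibody fragment binding to DSG3; some compounds called inactive have numbers as strong as hits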
# Mot1-301 SUMO – blocks SUMOylation pathway, rescuing yeast Mot1-301 growth. S. cerevisiae Mot1-301 growth rescue, ATP luminescence, 38.5C; percent above DMSO median, 100 means doubled. growth rescue, % at 18.8 µM. 320,000 compounds, 1% hits. AID 2716;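 active = every valid replicate shows activation above 250% relative to neutral control wells; inactive = the rest, any valid replicate at or below 250%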;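 also: OY570 slx delta 5 strain wells were the positive control but not used for scaling; some compounds called inactive have numbers as strong as hits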
# The depositor's hits bear a star; x = no result given; & = joins results of further samples; ! = not active in a repeat.
SMILES,MOR-DOR inv ag,AddAB inh,phage Ecoli inh,E coli growth,Arr AP2 block,PKA-R1A activ,MOR-DOR ag,Tat transport,PfHsp90 yeast 2,DSG3 Ab inh,Mot1-301 SUMO
Nc1c(NCc2ccccc2)c(=O)[nH]c(=O)n1Cc1ccccc1,6,3.6,x,-1.7,-1,-8,-1.4,-4,-32,122,-9
O=C(Oc1c(Br)cc(Br)c2cccnc12)N1CCCCC1,2,-1.4,3.7,-0.4,10,-4,-0.4,2,11,102,8
CCN(CC(=O)Nc1c(F)cccc1F)C(=O)c1ccc(COc2ccccc2)o1,16,0.5,5.7,-0.6,-5,-5,-3.0,9,2,98,69
COc1ccc(C)cc1N(CC(=O)Nc1cccc(N(C)S(C)(=O)=O)c1)S(C)(=O)=O,10,1.4,-0.6,1.2,2,-27,-1.8,-5,12,100,12
CC(=O)NN1C(=O)c2ccccc2NC1c1cccc([N+](=O)[O-])c1 (centres undefined),8,0.8,2.5,0.5,4,2,-1.8,4,-2,100,14
CCOc1cc(/C=N/NS(=O)(=O)c2ccccc2)ccc1OS(=O)(=O)c1ccc(C)cc1,15,1.1,2.2,-1.0,5,4,-2.5,5,6,100,-21
Cc1nc2scc(-c3ccc(Cl)cc3)c2c(=O)n1N,-2,-1.3,6.0,-3.3,12,-5,0.4,-12,10,85,39
O=C(Nc1ccccc1)C1CCCN1/C=C/C(=O)C(F)(F)F (centres undefined),11,-0.2,0.9,1.9,7,-12,-2.4,-8,2,92,4
O=C(CCCN1C(=O)/C(=C/c2cccc(Br)c2)SC1=S)Nc1cccnc1,x,-0.7,2.2,-1.6,17,x,x,-1,-19,88,2
c1cncc(CSc2ccc(-c3cccs3)nn2)c1,4,2.7,1.5,0.8,-4,-12,-0.8,0,x,111,24
O=C(c1ccccc1F)N1CCOCC1,11,-0.2,6.3,1.5,3,-9,-1.9,11,23,100,16
O=c1c2ccccc2nnn1CSc1nnc(-c2cccnc2)n1-c1ccccc1F,13,3.8,1.6,-0.8,4,-2,-2.3,9,28,x,3
CC(C)(C)c1ccc(C2/C(=C(\O)c3ccc4c(c3)OCCO4)C(=O)C(=O)N2CCCN2CCOCC2)cc1 (centres undefined),18,2.9,3.6,-4.2,4,2,-3.4,1,-6,100,1
Cc1ccc(S(=O)(=O)N2CCCCC2)cc1NC(=O)c1ccc2ccccc2n1,2,4.7,0.8,2.4,-11,-1,-0.3,0,19,102,-4
O=c1cc(COn2nnc3ccc(C(F)(F)F)cc32)nc2sccn12,-13,1.9,4.9,-2.9,-9,-4,2.1,3,-165,106,-3
COc1ccc(CNC(=O)CN2CCN(S(=O)(=O)c3cccs3)CC2)cc1OC,15,2.7,2.9,0.6,6,1,-3.2,6,x,111,x
CCN1CCN(C2=C(Cl)C(=O)N(Cc3ccccc3)C2=O)CC1,4,-0.3,2.3,-0.4,-2,-8,-0.7,6,8,105,4
Cc1ccc(S(=O)(=O)N2CCOCC2)cc1NC(=O)COc1cccc(Oc2ccccc2)c1,8,2.2,1.9,-0.9,-12,1,-1.4,9,24,105,-18
O=C1C2CCCN2C(c2ccc(F)cc2)N1c1cccc(Cl)c1 (centres undefined),1,6.1,3.5,0.3,8,4,-0.2,15,-8,102,2
Cc1ccccc1C(=O)NC(=S)Nc1ncccn1,3,-0.7,1.5,1.5,20,3,-0.6,0,21,109,3

# The closing 2 compounds of the part above lead into the next.
SMILES,MOR-DOR inv ag,AddAB inh,phage Ecoli inh,E coli growth,Arr AP2 block,PKA-R1A activ,MOR-DOR ag,Tat transport,PfHsp90 yeast 2,DSG3 Ab inh,Mot1-301 SUMO
O=C1C2CCCN2C(c2ccc(F)cc2)N1c1cccc(Cl)c1 (centres undefined),1,6.1,3.5,0.3,8,4,-0.2,15,-8,102,2
Cc1ccccc1C(=O)NC(=S)Nc1ncccn1,3,-0.7,1.5,1.5,20,3,-0.6,0,21,109,3
COc1ccc(C(=O)N2CCN(C3CCC(c4ccccc4)CC3)CC2)cc1OC (centres undefined),4,0.9,0.9,0.8,4,0,-0.9,2,-13,88,14
Cc1ccc(SCc2c(C(=O)N/N=C/c3ccoc3)nnn2-c2nonc2N)cc1,7,3.4,2.4,0.8,16,-13,-1.3,3,4,97,1
Cc1ccc(C(N)=S)c(C)c1,24,-0.2,2.0,-0.6,21,5,-4.1,-9,x,100,244
CN1CCC(NC(=O)Cc2c(F)cccc2Cl)CC1,12,-0.3,3.8,-0.9,32,-2,-2.7,6,-18,102,-14
Cc1cccc(N2CCN(C(=O)Cc3c(C(=O)O)[nH]c4ccc(Cl)cc34)CC2)c1C,12,3.3,2.3,3.1,8,-3,-2.1,8,-7,103,-26
Clc1ccc(-c2csc3ncnc(N4CCc5ccccc5C4)c23)cc1,6,2.0,4.0,-0.2,6,1,-1.0,2,-14,96,99
CC(C)n1nccc1N(Cc1ccc(Br)cc1)S(=O)(=O)c1ccccc1,-51,0.3,-0.9,-0.9,5,-4,8.1,7,-23,x,4
COc1cc(N=c2ssnc2Cl)c(OC)cc1Cl,3&8,1.3&1.1,2.1&-0.1,-1.1&-2.2,-3&5,8&3,-0.5&-1.5,-8&-8,91*!,85*,242&15
C[C@H]1C=C(C(=O)NCc2nc3ccccc3[nH]2)O[C@@H](OCCCCO)C1,14,-1.6,-1.1,0.8,32,-5,-2.3,-1,-3,102,5
O=C(Cn1cc(C(F)(F)F)ccc1=O)N1CCc2ccccc2C1,14,1.1,2.6,0.0,-11,0,-2.6,1,-3,96,12
COc1ccc(S(=O)(=O)N2CCC(C(=O)N[C@H](C(=O)N3CCCC3)C(C)C)CC2)cc1,5,1.9,3.7,-0.8,-13,3,-0.9,0,4,x,-10
CCCCNc1nc(CC(C)=O)ns1,10,3.3,2.8,1.6,-12,7,-1.6,-3,17,104,2
O=C(NCCO)c1ccc2nc(Cc3cccc(Cl)c3)oc2c1,15,3.0,1.9,-2.4,-9,-11,-3.2,-1,4,99,-9
Cc1nc(CCNC(=O)COc2ccccc2)cs1,16,-3.8,1.5,-1.2,-6,2,-2.7,-2,6,95,-6
O=C(NCCC(=O)N1CCN(c2ccccc2O)CC1)c1ccc(Br)cc1,-13,-0.3,2.3,0.7,8,-2,1.9,-4,5,96,x
COc1ccc(NC(=S)N(Cc2cccnc2)Cc2ccco2)cc1,9,0.5,0.9,0.1,5,-2,-1.9,-2,32,97,-18
CCN1CCN(C(=O)c2cc3nc(-c4ccccc4)cc(C(F)(F)F)n3n2)CC1,0,0.3,0.2,1.9,26,-1,0.0,0,38,105,12
O=C(N/N=C/c1ccc2c(c1)OCO2)c1cc(-c2ccccc2)nc2ccccc12,-14,2.9,2.9,-2.5,-1,-3,1.9,-2,3,95,-7
CN(CC(=O)Nc1ccc(Cl)cc1)C(=O)CCc1c[nH]c2ccccc12,9,2.4,0.1,-2.0,1,0,-1.5,2,5,102,-17
O=C(COC(=O)/C=C/c1cc(Br)ccc1F)Nc1ccc2[nH]c(=O)[nH]c2c1,-28,-0.3,-0.6,1.1,1,-7,4.3,-10,-33,108,14
CCOC(=O)c1cn(Cc2c(C)c(C)c(C)c(C)c2C)nn1,8,0.5,3.1,-1.3,22,-11,-1.6,4,-7,114,7
COc1cc([N+](=O)[O-])cc(/C=N/NC(=O)c2cncc(Br)c2)c1O,16,0.4,1.3,-0.7,3,0,-3.1,2,-66,88,0
CSCc1nc2scc(-c3ccccc3)c2c(=O)[nH]1,-9,x,2.3,x,9,-6,1.7,-14,12,105,x
NCCNC(=O)c1c(O)c2cccc3c2n(c1=O)CCC3,18,x,4.3,x,6,4,-3.2,6,5,114,16
CCOc1cc(/C=N/NC(=O)c2ccncc2)cc(Cl)c1OS(C)(=O)=O,-13,0.4,3.4,-0.1,-11,-1,2.0,-5,42,96,13
Cc1[nH]n(C(N)=S)c(=O)c1N=Nc1ccc(Br)cc1,12,4.4,4.6,9.4,2,-4,-2.5,-11,-4,101,-3
Cc1ccc(NC(=O)c2ccoc2C)cc1C,7,1.5,-2.1,0.5,-7,-12,-1.4,-9,17,80,-14
O=C(CCC(=O)c1cccs1)NCc1ccncc1,4,1.2,0.0,0.6,-3,-1,-1.0,-3,7,79,-17
CCCOc1c(OC)cccc1C1CC(=O)Nc2cc3c(cc21)OCCO3 (centres undefined),-8,1.7,0.2,-0.9,-9,-11,1.9,-1,-18,101,79
O=C(OCC(=O)N1CCN(C(=O)c2ccco2)CC1)c1cccc(F)c1,5,0.6,4.5,-0.9,6,-7,-1.4,9,13,x,x
CCCOc1ccc(OCCSc2ncccn2)cc1,-6,1.3,1.7,-1.4,1,-8,1.2,9,-9,111,8
COC(=O)c1ccc([C@H]2CC(=O)O2)cc1,-6,0.5,2.2,-1.3,0,-10,1.1,0,23,x,22
CC(NC(=O)c1ccco1)C(c1cccs1)N1CCOCC1 (centres undefined),8,-0.5,3.0,0.9,2,-1,-1.4,-8,7,109,4
Cc1nc2ccc([N+](=O)[O-])cc2c(=O)n1Cc1ccc(F)cc1,-10,1.0,0.2,-0.1,13,1,1.9,2,-30,115,8
O=C(NCc1ccco1)C1CCN(S(=O)(=O)c2cccc([N+](=O)[O-])c2)CC1,-3,-0.3,-0.7,-2.1,8,4,0.6,3,-14,111,-11
COc1ccc2cc(Br)ccc2c1CC(=O)NCC1CCCO1 (centres undefined),-3,-1.0,6.5,0.3,-12,2,0.5,1,-15,112,7
Cc1oc(-c2cccc(Cl)c2)nc1CN1CCC(C(=O)NCCCN2CC(C)CC(C)C2)CC1 (centres undefined),13,-1.9,x,-2.6,-17,-8,-2.7,-7,-11,117,-12
COc1ccc(/C=C/C(=O)N2CCN(S(=O)(=O)/C=C/c3ccccc3)CC2)cc1OC,11,3.0,3.8,-0.8,5,4,-2.5,3,15,96,320
Cc1cc(SCC(=O)Nc2ccccc2C)nc(C)n1,14,1.9,2.2,1.3,1,-5,-2.8,6,7,105,-9
O=[N+]([O-])c1cccc(S(=O)(=O)NCCCN2CCOCC2)c1,7,2.1,2.5,-0.4,-5,1,-1.5,5,-25,102,-7
O=C(NCCS(=O)(=O)N1CCc2ccccc2C1)c1ccccc1,4,-0.2,1.1,-1.3,7,4,-0.7,6,-4,108,-3
O=C(Nc1ccccn1)C1CCN(S(=O)(=O)c2ccc3c(c2)OCCO3)CC1,-1,-0.2,0.1,0.0,-29,-5,0.2,-13,-3,99,-5
CCOC(=O)c1sc2nc(C(C)C)c3c(c2c1N)CCC3,-13,7.9,1.9,-1.5,-8,1,2.5,-5,-13,89,-10

# Shown as a hit in PfHsp90 yeast 2, of those listed so far:
Structure | MOR-DOR inv ag | AddAB inh | phage Ecoli inh | Arr AP2 block | PKA-R1A activ | MOR-DOR ag | Tat transport | PfHsp90 yeast 2 | DSG3 Ab inh | Mot1-301 SUMO
COc1cc(N=c2ssnc2Cl)c(OC)cc1Cl | 3&8 | 1.3&1.1 | 2.1&-0.1 | -3&5 | 8&3 | -0.5&-1.5 | -8&-8 | 91*! | 85* | 242&15

# Assay outcomes (PubChem)
